Lipid droplet: modulators of hepatic lipid droplet formation; 240,000 tested, 0.4% active; AML12 mouse hepatocytes, oleate lipid droplets, BODIPY imaging; inhibition, % at 6.5 µM;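 active means lipid droplet intensity inhibited by at least 50%, with more than 500 cells counted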
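Assay system: AML12 mouse liver cells | Compound dosing: One dose, 6.5 µM compound | Read-out basis: Droplet intensity reduction, % inhibition | Measured by: Fluorescence imaging, 20x objective, two fields per well | Schedule: Overnight treatment with compound plus oleate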
Dynein transport: blocks dynein driven cargo transport along microtubules | 3617.4 mouse cells, GR-EGFP nuclear translocation imaging; test concentration mostly 20 µM; stimulated with dexamethasone, 1 µM; hits give low values | z-score, hits read low | 220,000 tested, 0.47% active;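 active means plate z-score of nuclear minus cytoplasmic receptor signal below a set negative limit, without overly bright fluorescence or cell loss, cut at about -3.5 in these data, passing the limit was not always enough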;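 further: z-score of nuclear minus cytoplasmic ring GR-EGFP intensity difference per well; some compounds called inactive have numbers as strong as hits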
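Buffer or medium: tet-free, stripped-serum medium; Also added: dexamethasone, 1.0 µM final; Technique: high-content fluorescence imaging after fixation; Times: 48 h induction, 1 h compound, 30 min dex at 37 °C; Read-out: per-cell GR-EGFP intensity, nucleus versus surrounding cytoplasmic ring, well-averaged.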
bCat nuc transl: modulators of beta-catenin nuclear translocation; nuclear translocation activity, % at 5 µM; 190,000 tested, 0.3% active; HeLa beta-catenin nuclear translocation, immunofluorescence imaging;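 active means nuclear translocation activity above 50% at 5 µM, with a well cell count of 50 or more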;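 further: per-cell ratio of nuclear to cytoplasmic median beta-catenin stain intensity; plate controls were DMSO negative control for no effect and GSK-3 inhibitor IX positive control for full effect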
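Technique: fluorescence imaging of beta-catenin antibody stain plus DAPI / Material: human HeLa cell line / Incubation: compound treatment 24 h, 37°C, 5% CO2 / Read-out basis: % activation of per-cell nuclear versus cytoplasmic median beta-catenin signal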
Yfh1-off respiration: enhancers of respiration in Yfh1-depleted yeast, dose response, Friedreich's ataxia, plus single-dose screen (AID 1465); S. cerevisiae Yfh1-off respiration, WST-1 reduction, 72 h; higher fold induction means a stronger effect; fold induction at 50 µM; hits with a dose series show EC50 in µM; 220,000 tested, 0.074% active;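 active means fold induction of absorbance versus untreated yeast above a set limit, then at least 30% activation at any dose in follow-up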;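 further: activators that raise dye reduction in frataxin-depleted yeast; strong numbers were not always called active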
WT yeast gro inh: growth inhibition of WT yeast, mitochondrial fusion screen; mitochondrial fusion phenotypic screen, WT strain; inhibition, % at 10 µM; 190,000 tested, 2.1% active; AID 1362; in the data active means inhibition above about 58%; tested in S. cerevisiae
NOD2 inhibition: NOD2 signaling inhibitors, cell-based, luminescence, uHTS, HEK293 (AID 1566); 290,000 tested, 0.63% active; inhibition, % at 4 µM; hits with a dose series show EC50 in µM; HEK293 NOD2/NF-kB luciferase reporter, luminescence; higher % means a stronger effect; in the data active means inhibition above about 50%; further: many of its hits are not listed in these tables
Autophagy HCS: autophagy modulation, high-content screen; MEF GFP-LC3 puncta imaging; test concentration mostly 10 µM; calls only at 10 µM (by protocol); 190,000 tested, 0.98% active; AID 463193;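 active means percentage of spot-positive cells more than 3 SD above its plate mean, without a fluorescence outlier flag or 80% toxicity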;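 further: spot-positive cell cutoff set from DMSO-treated cells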
MT stabilizer: stabilizes microtubules in HeLa cells; HeLa tubulin immunostaining HCS, 24 h; share of cells brighter than vehicle mean+2SD; % tubulin-high responders, % at 10 µM; 200,000 tested, 0.83% active; AID 2205;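 active means plate Z-score above 3 for both tubulin-high and condensed-nucleus cell shares, with cell loss under 80%, at 10 µM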;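 further: anti alpha tubulin signal scored within the nucleus-defined area of each cell; some results filed as inactive read as strong as hits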
Insulin prom up: MIN6 insulin promoter up-regulation; AID 1625; 190,000 tested, 0.3% active; z-score at 5 µM; MIN6 insulin promoter-GFP reporter, high-content imaging; hits give high values;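 active means z-score above 3 at 5 µM with at least 500 cells counted in the well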
WT yeast gro inh mutant strain: second read-out of WT yeast gro inh, no call of its own (marks repeat the call); inhibition, %; mitochondrial fusion phenotypic screen, mutant strain inhibition
Dynein transport cytoplasmic EGFP: further read-out of Dynein transport, marked with its call; z-score; measured here: cytoplasmic GR-EGFP intensity; hits give high values
Dynein transport nuclear GR-EGFP: recorded beside Dynein transport, whose call it bears; z-score; measured here: nuclear GR-EGFP intensity;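 lower value marks the stronger effect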
Dynein transport cell count: also measured in Dynein transport; calls as there; z-score; measured here: cell count per field
Insulin prom up cell count: also measured in Insulin prom up; calls as there; cell count; measured here: cytotoxicity, nuclei count;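 total cells summed across four imaged fields per well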
Lipid droplet cells 6.5 µM: further read-out of Lipid droplet, marked with its call; cell count; measured here: cell count, cytotoxicity flag;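 cells counted across two imaged fields per well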
bCat nuc transl cell count 5 µM: also measured in bCat nuc transl; calls as there; cell count; measured here: cell count, cytotoxicity flag
MT stabilizer Hoechst-high %: second read-out of MT stabilizer, no call of its own (marks repeat the call); % Hoechst-high responders; measured here: nuclear condensation Hoechst responders;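 share of cells brighter than vehicle mean plus two SD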
MT stabilizer cytotoxicity %: recorded beside MT stabilizer, whose call it bears; toxicity, %; measured here: cytotoxicity by cell density;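 0% = mean cell density of plate MIN control wells and 100% = no cells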
Autophagy HCS cell loss 18 h: recorded beside Autophagy HCS, whose call it bears; toxicity, %; measured here: cell loss, nuclei count;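 cell loss after 18 h compound exposure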
Starred values were filed as active, the others as inactive; i = inactive; · = no result given. This is a subset; rates above refer to the full screens.

SMILES	Lipid droplet	Lipid droplet cells 6.5 µM	Dynein transport	Dynein transport cytoplasmic EGFP	Dynein transport nuclear GR-EGFP	Dynein transport cell count	bCat nuc transl	bCat nuc transl cell count 5 µM	Yfh1-off respiration	WT yeast gro inh	WT yeast gro inh mutant strain	NOD2 inhibition	Autophagy HCS	Autophagy HCS cell loss 18 h	MT stabilizer	MT stabilizer Hoechst-high %	MT stabilizer cytotoxicity %	Insulin prom up	Insulin prom up cell count
CCOCCCNC(=O)C1CCCCN1S(=O)(=O)c1ccc(F)cc1 (stereo not drawn)	·	·	0.815	-0.156	0.801	-0.159	-0.7	913	i	9.5	10.7	7.0%	i	14.0	3.4	3.7	4.8	0.09	1230
O=C(CN1CCN(Cc2ccccc2)CC1)N/N=C/c1c[nH]c2ccccc12	13.7	715	0.449	-0.176	0.532	-0.316	-3.2	1148	i	1.8	3.2	5.8%	i	4.6	6.6	2.9	6.9	0.32	1438
COCCNC(=O)CN(CC1CCCO1)C(=O)CCC(=O)Nc1ccccn1 (stereo not drawn)	8.6	763	3.99	-0.211	2.21	-1.97	-2.7	1166	i	-6.9	-14.1	8.0%	i	-2.7	5.1	1.8	5.4	-0.3	933
NC(=O)COC(=O)c1cc([N+](=O)[O-])ccc1NCCO	-3.5	720	-0.417	-0.237	-0.106	0.784	-4.7	1212	i	·	·	9.4%	·	·	·	·	·	0.11	1295
COCCCn1c(=NC(=O)c2ccncc2)c(C#N)cc2c(=O)n3cccc(C)c3nc21	-21.6	679	0.728	-0.113	0.552	-0.281	·	·	i	10.9	3.3	10.2%	i	4.8	3.6	1.7	9.8	-0.15	1142
COc1ccc(CNC(=O)CN(C)S(=O)(=O)c2ccc(Cl)cc2)cc1	5.4	772	-0.265	-0.288	0.368	0.703	0.5	1406	i	-11.3	4.0	7.7%	i	12.3	2.1	2.3	2.7	1.11	1492
COc1ccc(/C=C(\C#N)C(=O)OCC(=O)NC(=O)NCCC(C)C)cc1	11.2	671	0.181	-0.321	0.25	0.0073	-5.2	1058	i	-1.3	-1.3	-1.5%	i	-2.3	2.0	2.6	7.6	·	·
OCC1(Cc2ccccc2)CCN(Cc2ccc(-c3ccco3)cc2)CC1	0.2	783	-1.8	0.303	-0.556	0.72	1.2	969	i	2.6	2.6	12.1%	i	-14.7	·	·	·	-0.21	1401
Cc1ccc(-n2c(C)cc(C)c(C#N)c2=O)cc1C	-17.9	709	-0.704	-0.194	-0.397	0.333	-1.6	952	i	-13.1	19.4	-12.4%	i	4.0	1.4	1.4	9.6	-0.72	1623
Cc1ccc(-n2nc3c(n2)/C(=N/O)CC/C3=N\O)cc1	3.1	772	0.555	-0.205	0.608	-0.304	-0.9	1276	i	9.9	19.8	13.0%	i	-2.2	2.1	0.3	31.0	-0.2	917
COC(=O)CCC(=O)OC1(C)C(=O)C=C2C=C(C3CC3)N(Cc3ccc4c(c3)OCO4)C=C2C1=O (stereo not drawn)	-3.0	685	-0.126	-0.843	-0.0183	0.632	3.2	1095	i	·	·	6.7%	·	·	·	·	·	-0.01	753
CNS(=O)(=O)c1cccc(C(=O)OCC(=O)c2c(N)n(C)c(=O)n(C)c2=O)c1	-3.2	677	-0.379	-0.262	-0.214	1.18	0.3	998	i	·	·	-45.5%	·	·	·	·	·	0.43	1475
O=C1NC2(CCCC2)N=C1c1ccc(Cl)cc1	·	·	0.286	-0.165	0.422	-0.12	-4.6	997	i	3.0	4.6	0.0%	i	-11.9	5.9	3.1	5.0	0.57	1477
Cc1ccc(C(CCN(Cc2ccccc2)C(=O)c2ccco2)c2ccco2)cc1 (stereo not drawn)	10.1	594	-0.29	-0.264	-0.358	0.0369	3.5	489	i	11.2	-2.9	11.5%	i	7.4	4.2	2.8	0.2	-0.24	1241
O=C(COc1cccc(Oc2ccccc2)c1)Nc1ncccn1	4.5	644	-0.168	-0.293	0.189	0.488	-0.6	1079	i	30.5	24.4	6.8%	i	3.3	2.4	1.6	6.5	-0.03	1755
O=C(COC(=O)c1cn(-c2ccccc2)nc1-c1ccc(F)cc1)Nc1ncc(Cl)cc1Cl	-0.3	617	0.41	-0.035	0.128	-0.577	-3.2	1103	i	9.2	13.5	16.8%	i	-0.2	6.0	3.6	5.7	-0.41	1528
COc1ccc(S(=O)(=O)Nc2cc(C(=O)NCCCN3CCOCC3)ccc2N2CCOCC2)cc1	-2.2	723	0.867	-0.0603	0.347	0.242	-1.3	1109	i	-6.9	9.9	8.4%	i	9.1	2.1	2.3	2.3	0.1	1124
CC(C)=CCc1c(O)ccc2c1OC(c1ccc(O)c(O)c1)CC2=O (stereo not drawn)	1.9	689	-0.275	-0.0297	0.00919	0.392	-0.3	1151	i	5.5	-3.4	40.8%	i	-25.2	2.9	3.4	13.3	-1.55	1155
Cc1cccc(/C=N\Nc2nnc(-c3ccccc3)c(=O)[nH]2)c1	3.1	638	-0.829	-0.271	-0.708	0.425	-1.8	545	i	8.5	11.8	-30.8%	i	0.5	2.7	2.7	4.9	0.54	1385
COC(=O)CSc1ncnc2c(C)csc12	8.9	780	-0.253	0.652	-0.284	0.829	0.2	1332	i	·	·	7.6%	·	·	·	·	·	0.07	1073
Oc1ccccc1-c1nc(/C=C/c2ccccc2)nn1-c1ccccc1	11.2	683	0.192	-0.238	0.171	0.323	-1.6	948	i	63.5*	-6.0*	-12.9%	i	-7.8	3.7	1.2	7.7	-0.24	1254
COc1ccc(N2CCN(CC(=O)Nc3sccc3C#N)CC2)cc1	-17.5	708	0.184	-0.233	0.217	1.03	-1.5	936	i	-11.0	-4.5	5.9%	i	5.0	4.2	2.4	13.2	0.12	1413
COc1ccc(C(=O)NC2(C(F)(F)F)C(=O)N(Cc3ccco3)C3=C2C(=O)CC(C)(C)C3)cc1OC (stereo not drawn)	·	·	-1.52	-0.212	-1.14	1.15	0.7	1367	i	13.8	8.2	4.8%	i	-7.8	2.5	2.9	8.3	-0.26	1598
CC(C)CCN1CCN(Cc2nc3ccccc3s2)CC1CCO (stereo not drawn)	-6.5	682	1.13	-0.131	0.527	-0.889	2.0	994	i	-17.4	-9.8	-22.2%	i	1.6	2.3	2.3	7.9	0.4	1392
COc1ccccc1N1CCN(CCCCOc2cccc3ccccc23)CC1	-38.5	680	-1.09	-0.348	0.132	1.55	1.1	536	i	56.2	43.1	4.5%	i	11.2	1.3	1.3	3.1	-1.05	942
CCOc1nc(-c2ccc(C)cc2)ccc1-c1noc(COC)n1	5.0	767	1.64	-0.0811	0.489	-1.59	-1.9	1103	i	14.6	-4.6	20.2%	i	8.5	2.8	1.8	7.4	0.21	766
CCN1CCC[C@H]1CNC(=O)c1c(O)c(Cl)cc(Cl)c1OC	-2.1	774	·	·	·	·	-0.9	1140	i	-2.6	-2.8	7.3%	·	·	·	·	·	0.71	1520
CC1=Nc2cccc3cccc(c23)N1C	30.7	637	1.86	-0.0334	0.467	-1.48	2.7	917	i	-6.3	-10.1	8.4%	i	-19.4	6.1	5.0	3.6	0.03	1147
Nc1ccc2c(c1)Nc1ccccc1CC2	-7.6	615	-0.763	-0.329	-0.156	1.24	0.9	1051	i	-5.9	-10.2	-14.2%	i	-9.4	1.4	1.1	6.7	0.34	1499
COc1ccc(N(CC(=O)Nc2ccccc2C(N)=O)S(=O)(=O)c2ccc(C)c([N+](=O)[O-])c2)cc1	-6.9	718	-0.148	-0.0908	-0.08	0.605	-0.5	1414	i	-4.0	-16.8	-9.4%	i	-11.8	3.8	2.9	6.4	-0.19	1444
Cc1ccc(-c2ccc(/C=N/NC(N)=S)o2)cc1	-27.8	699	0.329	-0.215	0.178	-0.23	-0.1	1288	i	·	·	-61.7%	·	·	·	·	·	-0.41	1098
Cc1ccc2c(c1)C=CC(C)(C)S2(=O)=O	0.9	628	-0.42	0.0888	-0.43	0.601	-0.9	514	i	-24.3	-23.9	4.8%	i	-5.2	1.6	3.9	12.1	0	1212
Cc1ccc(NC(=S)Nc2cccc3cnccc23)cc1	-1.0	695	-0.89	-0.318	-0.232	-0.277	0.5	1067	i	47.6	56.3	-1.3%	i	16.9	21.5	3.5	9.6	-0.16	1238
Cn1ccs/c1=N\C(=O)Nc1cccc(Cl)c1	20.3	673	-0.907	-0.298	-0.33	0.639	0.7	1185	i	10.4	8.6	-122.9%	i	15.9	2.4	2.0	3.0	0.66	1395
Cc1ccc(NC(=O)CCn2nc(C)cc2C)cc1	-3.8	783	1.75	-0.148	0.76	-0.731	·	·	i	-2.6	1.3	0.2%	i	-1.9	2.4	1.1	5.7	-1.55	971
O=C(Nc1ccccc1)Nc1ccc(Oc2cccnc2)nc1	-8.8	613	-0.453	-0.273	-0.623	0.649	2.7	1022	i	·	·	-18.1%	·	·	·	·	·	0.04	1343
O=C(NNC(=O)c1ccc2c(c1)OCO2)NC1CCCCC1	·	·	1.97	-0.136	1.81	-1.19	-1.8	1362	·	-29.9	-15.3	0.8%	i	24.4	2.8	1.3	3.9	0.38	1609
CCN(CC(=O)Nc1cc(C)c(Cl)cc1OC)CC(=O)NC1CCS(=O)(=O)C1 (stereo not drawn)	2.5	674	1.11	-0.139	0.712	-0.677	0.4	1026	i	10.0	-33.1	15.7%	i	-7.2	5.0	2.0	1.0	·	·
